# High-throughput results deposited in PubChem BioAssay by several laboratories.
# MrgX1 allo act: allosterically activates human MrgX1 receptor signaling. B-score at 10 µM. Q96LB2. 310,000 compounds, 0.63% hits. AID 588675. MrgX1-HEK293, Fluo-4 calcium flux, FDSS; stronger effect = higher value;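 active = plate-corrected calcium response at least 3 library SD above typical, normal starting fluorescence, not activating the receptor alone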;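 note: compound read alongside a low EC10 to EC30 dose of BAM8-22 agonist; peak minus trough fluorescence over baseline measured at the second addition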
# MrgX1 ag: agonists of human MrgX1 receptor | Q96LB2 | MrgX1-HEK293 cells, Fluo-4 calcium fluorescence, agonist mode; stronger effect = higher value | B-score at 10 µM | 310,000 compounds, 0.44% hits | AID 588627;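 active = calcium response B-score plate-corrected fluorescence ratio at least 3 library SD, with starting fluorescence B-score inside 5 SD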
#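 System: HEK293 cells stably expressing human MrgX1 receptor; Dosing: test compound in the initial addition of three; Schedule: overnight plating, then 30 min 37 °C plus 30 min room-temperature dye loading; Detection: kinetic calcium dye fluorescence, Fluo-4 NW; Controls: per-plate positive and negative controls for Z′ factor.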
# TRPC6 activator: activators of mouse TRPC6 channel. 310,000 compounds, 0.13% hits. HEK293-TRPC6 membrane potential dye fluorescence; stronger effect = higher value. B-score at 10 µM. Q61143;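 active = B-score of the integrated fluorescence ratio above library mean plus 3 SD, and starting fluorescence ratio within library mean plus 5 SD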;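 note: higher score means more depolarization so channel activation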
# RGS4 act: potentiators or activators of RGS4 | HEK293 M3R/inducible RGS4, carbachol calcium flux Fluo4; stronger effect = lower value | B-score at 10 µM | 310,000 compounds, 0.92% hits;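 active = B-score of the integrated calcium signal more than 4 SD below the library mean, with starting fluorescence not abnormally high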;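 note: negative B-score means reduced calcium response which marks RGS4 activation or potentiation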
#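 Test system: HEK293 cells with stable M3R and inducible RGS4; also added: carbachol at ECmax as muscarinic agonist stimulus; schedule: dye loading 30 min 37 °C, buffer rest 30 min RT; technique: kinetic calcium fluorescence imaging with Fluo4-AM dye, 2 µM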
# RGS4 block: human RGS4 inhibition. P49798. HEK293 M3R/RGS4 inducible, Fluo-4 calcium flux; stronger effect = higher value; triggered by carbachol at its EC20. B-score at 10 µM. 310,000 compounds, 0.45% hits. AID 463165;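 active = B-score, a plate-corrected calcium signal, over three deviations above library mean, with baseline fluorescence within five deviations of library mean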;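 note: RGS4 expression induced by doxycycline in cells with stable M3 receptor; B-score is computed from the integrated fluorescence ratio over baseline after carbachol; higher B-score means a larger calcium signal and so more RGS4 inhibition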
# MrgX1 antagonist: antagonists of human MrgX1 receptor; Q96LB2; MRGX1-HEK293 calcium flux, Fluo-4, BAM8-22 antagonism; stronger effect = lower value; B-score at 10 µM; 310,000 compounds, 1.3% hits;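 active = calcium-response B-score plate-corrected more than 3 library SD below zero, starting fluorescence within 5 deviations, no agonist response on first addition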;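 note: peak minus trough fluorescence over baseline after final BAM8-22 challenge near maximal dose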
# HIF act: HIF pathway transcriptional activation; activation, % at 7.5 µM (by protocol); U2OS HRE-luciferase reporter, luminescence; normalized: DMSO 0%, desferrioxamine 100%; 300,000 compounds, 0.32% hits;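 active = mean activation of at least 10% of the iron chelator positive control signal, with at least half of replicates also reaching 10%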
# Platelet DG rel: platelet dense granule release activity | human platelet-rich plasma, SFLLRN dense granule ATP release, luminescence | inhibition, %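 (compounds screened at 7.5 µM in platelet-rich plasma)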 | 300,000 compounds, 0.22% hits | AID 1663;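 active = mean replicate score, as percent of positive control, at or above 50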
# SKKanGAS inh: inhibitors of SKKanGAS S. pyogenes growth in kanamycin (SK-promoter or general growth effect). BacTiter-Glo, 6 h. inhibition, % at 7.5 µM. 300,000 compounds, 1.3% hits;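 active = mean replicate score, as percent of positive control median, at least 50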;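 note: strain carries kanamycin resistance gene driven by streptokinase promoter and grows in 40 µg/ml kanamycin; loss of luminescence reflects streptokinase promoter inhibition or plain growth inhibition; 0% = median of DMSO wells and 100% = positive control at its reference dose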
# TRPC6 inh: inhibitors of mouse TRPC6 channel; 310,000 compounds, 1.1% hits; HEK293-TRPC6, membrane potential dye, ACh-evoked depolarization; stronger effect = lower value; AID 2553; B-score at 10 µM;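 active = B-score under library mean minus 3 SD, initial fluorescence not abnormally high, positive integrated signal ratio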;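 note: B-score derived from integrated fluorescence ratio over the kinetic read; more negative B-score means stronger inhibition of depolarization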
# TRPC4 block: blocks the mouse TRPC4 cation channel; Q9QUQ5; HEK293 TRPC4beta/mu-opioid, DAMGO-evoked Fluo4 calcium flux; stronger effect = lower value; B-score at 10 µM; 300,000 compounds, 0.39% hits; AID 2247;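 active = B-score over 3 SD under the library average, no early fluorescence shift, positive overall ratio signal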
# Target sequence (Q9QUQ5 whole entry, looked up): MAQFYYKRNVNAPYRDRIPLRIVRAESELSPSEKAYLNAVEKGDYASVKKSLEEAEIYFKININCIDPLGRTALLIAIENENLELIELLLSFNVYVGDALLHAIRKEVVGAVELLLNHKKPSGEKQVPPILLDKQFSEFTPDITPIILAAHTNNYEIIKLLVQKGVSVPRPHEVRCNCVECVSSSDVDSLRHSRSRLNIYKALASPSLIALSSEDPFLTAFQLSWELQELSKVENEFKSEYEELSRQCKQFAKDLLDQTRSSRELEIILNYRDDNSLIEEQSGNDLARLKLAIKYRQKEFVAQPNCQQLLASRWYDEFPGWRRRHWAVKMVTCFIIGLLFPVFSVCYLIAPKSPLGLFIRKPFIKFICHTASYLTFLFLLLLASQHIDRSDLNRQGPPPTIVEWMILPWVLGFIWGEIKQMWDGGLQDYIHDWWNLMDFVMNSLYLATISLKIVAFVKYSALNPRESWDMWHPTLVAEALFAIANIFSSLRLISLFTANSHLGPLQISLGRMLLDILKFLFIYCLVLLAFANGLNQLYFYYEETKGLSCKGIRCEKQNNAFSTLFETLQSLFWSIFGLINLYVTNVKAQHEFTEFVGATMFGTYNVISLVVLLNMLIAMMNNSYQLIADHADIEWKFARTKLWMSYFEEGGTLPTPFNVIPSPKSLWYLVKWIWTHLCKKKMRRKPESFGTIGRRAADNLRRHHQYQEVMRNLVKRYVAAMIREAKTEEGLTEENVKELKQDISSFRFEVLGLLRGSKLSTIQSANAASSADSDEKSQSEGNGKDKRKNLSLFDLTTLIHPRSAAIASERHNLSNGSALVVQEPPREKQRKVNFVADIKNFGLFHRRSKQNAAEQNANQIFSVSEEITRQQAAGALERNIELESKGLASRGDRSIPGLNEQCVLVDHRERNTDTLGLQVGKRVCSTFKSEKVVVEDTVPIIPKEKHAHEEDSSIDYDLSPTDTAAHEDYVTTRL
#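 Assay system: HEK293 cells with stable TRPC4beta plus mu-opioid receptor expression; Probe or stimulus: DAMGO in two steps, submaximal then maximal; Dosing: single-point compound dosing; Measured by: Fluo4 calcium-dye fluorescence, kinetic read; Read-out basis: B score from integrated Fluo4 fluorescence ratio.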
# Starred values were filed as active, the others as inactive; i = inactive; / = no result given.
SMILES,MrgX1 allo act,MrgX1 ag,TRPC6 activator,RGS4 act,RGS4 block,MrgX1 antagonist,HIF act,Platelet DG rel,SKKanGAS inh,TRPC6 inh,TRPC4 block
Brc1ccc(C2C3=C(Nc4ncnn42)c2ccccc2OC3c2ccncc2)cc1 (stereo not drawn),i,i,i,i,i,i,-0.2,-9,88*,i,i
Cn1c(=O)[nH]c(=O)c2c1ncn2CCN1CCCCC1,i,i,i,i,i,i,-0.4,-5,0,i,i
C[C@]12C(=O)N(c3ccc(F)cc3)C(=O)N1[C@@H]1c3ccccc3OC[C@@H]1[C@H]2c1ccccc1,i,i,i,i,i,i,0.3,5,7,i,i
CCC(C(=O)NCc1ccco1)N(C(=O)CNS(=O)(=O)c1ccccc1)C1CCCCC1 (stereo not drawn),i,i,i,i,i,i,-0.1,-5,-18,i,i
CCCCN=Cc1c(C)[nH]n(-c2ccccc2)c1=S,i,i,i,i,i,i,-57,-17,-9,i,i
COc1ccc(CNC(=O)COc2ccc(S(=O)(=O)NC(C)C)cc2)cc1,i,i,i,i,i,i,-0.1,-8,-3,i,i
Cc1cc(O)cc2c1C(c1ccc(F)cc1)CC1(CC(C)(C)NC(=S)N1)O2 (stereo not drawn),i,i,i,i,i,i,-0.1,-1,6,i,i
COc1ccc(OCC(=O)N/N=C(\C)c2cccs2)cc1,i,i,i,i,i,i,0.1,4,-7,i,i
CCn1c(CNC(=O)c2ccc(OC)cc2)nnc1SC,i,i,i,i,i,i,0.0,-1,-5,i,i
CCc1nc(CN(C)C(=O)C2CCC(=O)N(CCc3cccc(F)c3)C2)no1 (stereo not drawn),i,i,i,i,i,i,1.6,-7,11,i,i
CCN(CC(=O)Nc1ccccc1C(F)(F)F)C(=O)CSCc1c(C)noc1C,i,i,i,i,i,i,0.0,0,-7,i,i
CSc1ccc(CCNC(=O)c2ccc(CS(=O)Cc3ccccc3Cl)o2)cc1 (stereo not drawn),i,i,i,i,i,-6*,0.4,-6,2,i,i
O=C(OCc1nc2ccccc2s1)c1ccc([N+](=O)[O-])o1,i,i,i,i,i,i,0.6,-7,7,i,i
Cc1nnc2n(c1=O)C(CS(=O)(=O)c1ccc3ccccc3c1)CS2 (stereo not drawn),i,i,i,i,i,i,-1.1,9,-2,i,i
COc1ccc(Cl)cc1NC(=O)c1nnn(CC(=O)Nc2ccc(C)c(C)c2)c1N,i,i,i,i,i,i,-0.3,9,-5,i,i
O=C(NNC(=O)C1CCCO1)c1ccc(Cl)cc1 (stereo not drawn),i,i,i,i,i,i,0.0,-2,-1,i,i
O=C(CN1CCN(S(=O)(=O)c2ccc(F)cc2)CC1)Nc1ccc2c(c1)OCO2,i,i,i,i,i,i,-0.2,5,-19,i,i
CCCCCCCC[n+]1cccc(C(=O)N2c3c(nc(N)[nH]c3=O)NC(C)C2C)c1 (stereo not drawn),i,i,i,i,i,i,-24,-4,0,i,i
O=C(O)C1=C(C(=O)N2CCN(C(=O)c3ccco3)CC2)CCCC1,i,i,i,i,i,-5.6*,-0.2,-1,-6,i,i
CCN(CC)c1ccc(/C=N/Nc2nn[nH]n2)cc1,i,i,i,i,i,i,-0.1,3,3,i,i
CCOc1ccc(NC(=O)c2cccc(-n3cnnn3)c2)cc1,i,i,i,i,i,i,-0.4,-3,-5,i,i
COc1ccccc1CNC(=O)c1cc2ccccc2oc1=O,i,i,i,i,i,i,0.3,-3,7,i,i
CCCC(=O)NCCc1cc2ccc(C)c(C)c2[nH]c1=O,i,i,i,i,i,i,-0.2,-2,0,i,i
O=C(OC(C(=O)NCc1ccc2c(c1)OCO2)c1ccccc1F)c1ccco1 (stereo not drawn),i,i,i,i,i,i,-0.3,-6,1,i,i
CCOC(=O)c1sc(NC(=O)CN(CC)CC)c(C(=O)OCC)c1C,i,i,i,i,i,i,0.0,-21,-2,i,i
Cn1c(C(C#N)/C(=N\S(=O)(=O)c2cccs2)c2ccccc2)nc2ccccc21 (stereo not drawn),i,i,i,i,i,i,0.0,1,4,i,i
O=C(O)CCN(Cc1ccccc1)S(=O)(=O)c1ccc(Cl)cc1F,i,i,i,i,i,i,-1.3,-5,0,i,i
CC(C)(C)CC(=O)N1CCN(Cc2ccc3c(c2)OCO3)CC1,i,i,i,i,i,i,0.3,3,-4,i,i
COc1ccccc1NC(=O)CSc1nc(O)cc(=O)n1-c1ccccc1OC,i,i,i,i,i,i,0.0,6,41,i,i
O=C(NCC1CCCO1)Nc1ccc(Cl)cc1 (stereo not drawn),i,i,i,i,i,i,0.9,-2,-5,i,i
COc1ccc(-c2nnn(CC(=O)NCc3ccc4c(c3)OCO4)n2)cc1OC,i,i,i,i,i,i,-0.5,-10,4,i,i
CCOc1ccc(N(CC(=O)NCc2ccco2)S(C)(=O)=O)cc1,i,i,i,i,i,i,-0.2,-2,-1,i,i
O=c1sc2ccccc2c(=O)n1Cc1ccccc1F,i,i,i,i,i,i,-0.4,-2,15,i,i
Cc1ccc(CNC(=O)Cc2cn(C)c3ccccc23)cc1,i,i,i,i,i,i,-36,-10,3,i,i
O=C(Nc1ccncc1)c1ccc2c(c1)C(=O)N(CC1CCCO1)C2=O (stereo not drawn),i,i,i,i,i,i,-0.3,27,0,i,i
O=C(OCC(=O)N1CCCc2ccccc21)c1ccc(S(=O)(=O)C(F)F)cc1,i,i,i,i,i,i,-0.3,-2,18,i,i
CCc1ccc2nc(SCC(=O)N3CCCCC3)c(C#N)cc2c1,i,i,i,i,i,i,0.7,-1,-11,i,i
Cc1c(Cl)cccc1NC(=S)N1CCC(N(C)CC2CCCO2)CC1 (stereo not drawn),i,i,i,i,i,i,/,6,0,i,i
CC(C)(C)c1nc(SCC(=O)c2ccccc2)c2ccccc2n1,i,i,i,i,i,i,0.3,9,62*,i,i
COc1ccc(CCC(=O)N2CC(C)OC(C)C2)cc1 (stereo not drawn),i,i,i,i,i,i,0.2,-3,/,i,i

# Entries from the list above that contain a thiophene ring, fused or not (three):
SMILES,MrgX1 allo act,MrgX1 ag,TRPC6 activator,RGS4 act,RGS4 block,MrgX1 antagonist,HIF act,Platelet DG rel,SKKanGAS inh,TRPC6 inh,TRPC4 block
COc1ccc(OCC(=O)N/N=C(\C)c2cccs2)cc1,i,i,i,i,i,i,0.1,4,-7,i,i
CCOC(=O)c1sc(NC(=O)CN(CC)CC)c(C(=O)OCC)c1C,i,i,i,i,i,i,0.0,-21,-2,i,i
Cn1c(C(C#N)/C(=N\S(=O)(=O)c2cccs2)c2ccccc2)nc2ccccc21 (stereo not drawn),i,i,i,i,i,i,0.0,1,4,i,i

# (continued)
SMILES,MrgX1 allo act,MrgX1 ag,TRPC6 activator,RGS4 act,RGS4 block,MrgX1 antagonist,HIF act,Platelet DG rel,SKKanGAS inh,TRPC6 inh,TRPC4 block
Nc1ccc(S(=O)(=O)NNC(=O)C(=O)NNc2ccccn2)cc1,i,i,i,i,i,i,-0.3,-50,1,i,i
Nc1ccc(S(=O)(=O)N2CCCc3ccccc32)cc1,i,i,i,i,i,i,/,-4,-4,i,i
O=[N+]([O-])c1ccc(N2CCN(c3ccc(O)cc3)CC2)cn1,i,i,i,i,i,i,-0.3,-1,-1,i,i
O=C(CNC(=O)Cc1ccc(Cl)cc1)NCC(=O)N1CCCCC1,i,i,i,i,i,i,0.0,28,1,i,i
O=C(Nc1ccccn1)c1ccc(NC(=O)c2ccco2)cc1,i,i,i,i,i,i,1.3,12,-1,i,i
Cc1cccc(C)c1NC(=O)C(C)N1CCCC1 (stereo not drawn),i,i,i,i,i,i,1.2,-1,-21,i,i
COc1ccc(N2C(=O)CSC2c2cccc(F)c2)c(OC)c1 (stereo not drawn),i,i,i,i,i,i,-0.1,-3,0,i,i
O=C(Cn1ccnc1[N+](=O)[O-])NCc1ccccc1,i,i,i,-7.7*,i,i,-0.2,-4,1,i,i
FC(F)(F)c1ccc(/C=N/n2c(COc3ccccc3)n[nH]c2=S)cc1,i,i,i,i,i,i,-1.1,-11,21,i,i
Cc1c(-c2ccccc2)sc(N)c1C(=O)N1CCOCC1,i,i,i,i,i,i,0.2,-2,4,i,i
Cc1cc(C)nc(SCCCNCc2c(F)cccc2Cl)n1,i,i,i,i,i,i,1.1,2,3,i,i
O=C(CN1C(=O)c2ccccc2S1(=O)=O)Nc1ncccn1,i,i,i,i,i,i,-0.1,-7,-10,i,i
O=c1[nH]nc(Cc2ccc(Cl)cc2Cl)c2ccccc12,i,i,i,i,i,i,-2.6,/,4,i,i
CN1CCN(C(=O)C2CCC(CNS(=O)(=O)c3cccc4cccnc34)CC2)CC1 (stereo not drawn),i,i,i,i,i,i,/,-6,5,i,i
CN(C)CCCNC(=S)NCCNc1nc2cc3c(cc2cc1C#N)OCO3,i,i,i,i,i,i,0.8,-6,11,i,i
O=C(NNc1cccc(Cl)c1)c1cccnc1Oc1ccccc1,i,i,i,i,i,i,-0.3,-1,36,i,i
COC(=O)c1ccccc1NC(=O)C1CC=CCC1C(=O)O (stereo not drawn),i,i,i,i,i,i,-0.7,5,-1,i,i
CN(C)Cc1nnnn1-c1ccccc1,i,i,i,i,i,i,-0.5,1,4,i,i
CCc1cc(=O)oc2c3c(cc(OCC(=O)NCc4ccccn4)c12)OC(C)(C)CC3,i,i,i,i,i,i,0.1,18,-2,i,i
Cc1cccc(C(=O)OCC(=O)NC(C)CCc2ccccc2)c1 (stereo not drawn),i,i,i,i,i,i,-0.7,9,6,i,i
N#CC1(P(=O)(c2ccccc2)c2ccccc2)CCCC1,i,i,i,i,i,i,-21,1,-3,i,i
Cc1nn(Cc2ccc(F)cc2)c(C)c1NC(=O)c1cccnc1Cl,i,i,i,i,i,i,0.3,-4,-1,i,i
O=C(COc1ccc2oc(-c3ccccc3)cc(=O)c2c1)Nc1ccccc1,i,i,i,i,i,i,0.5,0,7,i,i
Cc1cccc(C(=O)Nc2cccnc2Cl)c1,i,i,i,i,i,i,-26,0,2,i,i

# No enrichment for hits (roughly 6.1% active in at least one column).
